Assay outcomes deposited in PubChem by several laboratories.
GPR35 antagonists = GPR35 antagonists blocking zaprinast-driven arrestin recruitment, primary screen, imaging, U2OS, beta-arrestin-GFP, zaprinast agonist (AID 2058). G-protein coupled receptor 35 (Homo sapiens). one-dose inhibition, % at 10 µM; IC50 in µM for titrated hits. 290,000 compounds, 0.052% hits. U2OS GPR35 beta-arrestin-GFP translocation imaging, zaprinast antagonism; higher % means a stronger effect;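 active = inhibition of at least 50% with at least 30 cells and total cytoplasm GFP at most 10,000,000; inconclusive = under 30 cells or total GFP of 10,000,000 plus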
Salmonella PhoP GFP = inhibitors of PhoP regulon expression, primary screen, Salmonella Typhimurium, GFP reporter (AID 1863); S. Typhimurium PhoP-regulated promoter GFP reporter, 4 h; higher % means a stronger effect; one-dose inhibition, % at 50 µM; IC50 in µM for titrated hits; 300,000 compounds, 0.16% hits;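 active = inhibition over 29.93%, a cutoff 3 SD above the screen mean, later confirmed by dose response; inconclusive = inhibition over 29.93% but no dose response follow-up; inactive = inhibition at most 29.93% or unconfirmed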;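 also: 0% = low Mg2+ inducing control and 100% = high Mg2+ repressing control; strong numbers were not always called active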
RSV antiviral HEp-2 = RSV antiviral activity via CPE protection, HEp-2 cells, primary 10 µM value included (AID 2391) | HEp-2 cells, RSV-induced CPE inhibition; higher % means a stronger effect | CPE inhibition, % at 10 µM, or IC50 in µM where a hit was titrated | 310,000 compounds, 0.13% hits; in the data active = a potency from the dose series; inconclusive = CPE inhibition mostly from about 23% at the one dose, without a potency; inactive = the rest, 99 in 100 with CPE inhibition below about 21%; also: strong numbers were not always called active
Rac1 GTP hydrolysis = MgcRacGAP GTPase-activating activity inhibitors, confirmation, biochemical, ADP Hunter fluorescence; Rac GTPase-activating protein 1 (Homo sapiens); inhibition, % at 30 µM; hits with a dose series show IC50 in µM; 340,000 compounds, 0.6% hits; MgcRacGAP-stimulated Rac1 GTP hydrolysis, ADP Hunter fluorescence; higher % means a stronger effect; GST-tagged Rac1 F28L mutant substrate;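 active = first-screen hits whose inhibition reached a set limit at any dose in the follow-up dose series; inconclusive = inhibition above the set first-screen limit but never retested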;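 also: fluorescence reports GDP produced by GAP-driven GTP hydrolysis; strong numbers were not always called active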
GPR55 antagonists = GPR55 antagonists blocking LPI-driven arrestin recruitment, primary screen, imaging, U2OS, beta-arrestin-GFP, LPI agonist (AID 2013) | G-protein coupled receptor 55 (Homo sapiens) | U2OS GPR55 beta-arrestin-GFP translocation imaging, LPI antagonism; higher % means a stronger effect | inhibition, % at 10 µM; hits with a dose series show IC50 in µM | 290,000 compounds, 0.13% hits;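 active = spots per cell inhibited over 60%, with over 100 cells counted and total cytoplasm intensity under 500,000; inconclusive = wells with under 100 cells, flagged as likely toxic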;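 also: U2OS cells stably carrying GPR55 and arrestin-GFP stimulated by 5 µM LPI near EC80; imaged beta-arrestin-GFP aggregate spots per cell after agonist stimulation; plate controls were LPI-stimulated DMSO wells for no effect and DMSO wells without LPI for full effect; some results filed as inactive read as strong as hits; confirmed hits need IC50 under 10 µM and bright autofluorescent wells are also inconclusive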
SV40 large T antigen = SV40 large T antigen inhibitors, biochemical (AID 1903) | 310,000 compounds, 0.39% hits | SV40 large T antigen ATPase/helicase inhibition assay; higher % means a stronger effect | inhibition, % at 20 µM, or IC50 in µM where a hit was titrated; in the data active = a potency from the dose series; inconclusive = inhibition mostly from about 32% at the one dose, without a potency; inactive = the rest, 99 in 100 with inhibition below about 32%; also: strong numbers were not always called active
UTI89 phage lysis = inhibition of K1F phage lysis, E. coli UTI89, bacterial capsule biogenesis inhibitors, alamar blue (AID 488966) | E. coli UTI89 K1F phage lysis, alamar blue, 2 h; higher % means a stronger effect | inhibition, % at 100 µM, or IC50 in µM where a hit was titrated | 340,000 compounds, 0.02% hits;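 active = phage lysis inhibition, versus mean bacterial control, above a set limit; inconclusive = no clear call, values can overlap the other calls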;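 also: capsule biogenesis inhibitors block K1F phage lysis so surviving cells raise fluorescence; higher fluorescence means more inhibition of phage lysis; actives were called in the ten point dose series up to 300 µM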
HIV peptide binding = inhibitors of HIV fusion peptide binding, primary screen, biochemical, uHTS, fluorescence dequenching (AID 1986); cell-free peptide binding, fluorescence dequenching, 30 min; higher % means a stronger effect; one-dose inhibition, % at 20 µM; IC50 in µM for titrated hits; 290,000 compounds, 0.3% hits; in the data active = inhibition mostly above about 52%, no sharp cut-off; inactive = mostly below about 76%; also: some results filed as inactive read as strong as hits
Dengue-2 NS5 capping = Dengue-2 NS5 methyltransferase inhibitors, primary screen, biochemical, confirmation dose response (AID 588689); Dengue-2 NS5 methyltransferase capping enzyme assay, biochemical; higher % means a stronger effect; Genome polyprotein (Dengue virus type 2 (strain 16681-PDK53)); inhibition, % at 25 µM, or IC50 in µM where a hit was titrated; 340,000 compounds, 0.3% hits; in the data active = a potency from the dose series; inconclusive = inhibition above about 29% without an active follow-up result
Numbers without * were called inactive; ? = inconclusive; · = no result given; [ ] = remark or other dose. Rows are unselected; any-hit rate near 1.5%.

compound | GPR35 antagonists | Salmonella PhoP GFP | RSV antiviral HEp-2 | Rac1 GTP hydrolysis | GPR55 antagonists | SV40 large T antigen | UTI89 phage lysis | HIV peptide binding | Dengue-2 NS5 capping
CC(C)CCC(CC(C)O)C(=O)NNC(=S)Nc1ccccc1 (centres undefined) | -2% | 3% | · | 12% | 2% | 30% | -0.8% | -2.0% | 2%
Cc1c(C(=O)N2CCC(C)CC2)sc2ncnc(N3CCN(c4ccccc4)CC3)c12 | 13% | 4% | · | 2% | 11% | 6% | 0.2% | 0.0% | -3%
Cc1cccnc1NC(=O)c1ccc2c(c1)OCCO2 | · | 0% | 0.9% | 5% | · | 5% | 0.8%[50 µM] | · | -1%
FC(F)(F)c1ccccc1NC(=S)N1CCN(c2ncccn2)CC1 | -2% | 6% | 1.6% | -1% | -1% | 11% | 0.4% | -2.7% | 13%
CCOc1ccc(-c2nnc(N3CCOCC3)c3ccccc23)cc1 | -16% | 11% | 3.0% | 11% | 0% | 0% | 0.5%[50 µM] | -0.9% | 3%
O=C(COc1ncnc2ccccc12)c1ccc2c(c1)OCCO2 | -4% | 10% | -0.6% | 6% | 12% | 13% | 0.6% | -0.8% | 2%
CCN(CC)CCn1c(=S)[nH]c2ccc(Cl)cc2c1=O | 2% | 16% | -0.9% | 2% | 9% | -2% | 4.6% | -3.5% | -15%
FC(F)(F)c1nnc2ccc(N3CCCC3)nn12 | 13% | -6% | 1.0% | -6% | -6% | 0% | -0.3% | 1.4% | -15%
Cc1ccc(OCC(O)CN2C(=O)NC(C)(C)C2=O)c(C)c1 (centres undefined) | 11% | 2% | 2.2% | -7% | 13% | 4% | 0.2% | 1.3% | -2%
CCCc1n[nH]c2c1/C(=N/O)CC(c1ccccc1)C2 (centres undefined) | -8% | -6% | 21% | 13% | 13% | -2% | 1.1% | -0.3% | -6%
COc1cc(/C=C/c2nc(-c3ccccc3O)n[nH]2)cc(OC)c1OC | -13% | -17% | 13% | 14% | 5% | 5% | 12% | 6.0% | -2%
CC(C)(C)CC(=O)Nc1nnc(SCC(=O)NCc2cccs2)s1 | 5% | -7% | -0.1% | 8% | -2% | 19% | -0.9% | -1.4% | -4%
O=C(Nc1ccc(F)cc1F)c1c(C(F)(F)F)ccnc1Oc1cccc(C(F)(F)F)c1 | -4% | -1% | · | 13% | 7% | 2% | 0.6% | 0.8% | -4%
COC(=O)Nc1ccc(S(=O)(=O)n2cnc3ccccc32)cc1 | 14% | 4% | 0.8% | 8% | 7% | 13% | -1.3% | -2.8% | -5%
CC(OC(=O)CNC(=O)c1ccc(Cl)cc1)C(=O)NC1CCCCC1C (centres undefined) | · | -3% | -2.4% | -9% | · | 22% | -0.3%[50 µM] | · | -1%
CCOc1ccc(C(=O)NCC(=O)N2CCCCCCC2)cc1 | · | · | 0.1% | -1% | · | · | 0.2%[50 µM] | · | 6%
COc1ccc(NC(=O)C2CCCN(c3cnccn3)C2)cc1 (centres undefined) | 5% | 11% | -0.1% | 0% | -9% | 19% | 0.5% | 0.4% | -7%
COc1ccc(C2CC(c3ccc(Cl)cc3)=NN2C(=O)c2cccc([N+](=O)[O-])c2)cc1 (centres undefined) | -5% | 9% | 8.9% | 0% | -2% | 1% | 3.3% | -0.6% | 3%
O=C(O)/C=C/C(=O)N1Cc2cc3ccccc3nc2C1 | 33% | 2% | 1.9% | 15% | 9% | 7% | -0.1% | 8.4% | 5%
CCOC(=O)N1CCN(C(=O)C2CC(=O)N(c3ccccc3)C2)CC1 (centres undefined) | -9% | 3% | 0.8% | 5% | 0% | 13% | 0.7% | 0.4% | -2%
C=CCN1C(=O)C2C3C=CC(C2C1=O)C1C2C(=O)N(CC=C)C(=O)C2C31 (centres undefined) | -4% | 5% | -0.6% | 1% | 3% | 1% | 2.0% | -1.2% | -6%
O=C(CSc1ccc(-c2ccccn2)nn1)Nc1ccc(F)cc1F | 5% | -2% | 1.1% | 10% | 15% | 11% | -0.1% | 2.4% | -1%
O=C(CN(Cc1ccc(F)cc1)C(=O)CCC(=O)Nc1ccccn1)NCc1ccc(F)cc1 | -10% | 2% | 0.2% | 3% | 19% | 8% | 0.1% | 0.4% | -2%
COCCNC(=O)C(=O)NCCN1CCOCC1 | -5% | 4% | 1.1% | 11% | 2% | 15% | 0.4% | 0.1% | -4%
CC(C)c1ccc(OCC(=O)NNC(=S)NC(=O)c2ccco2)c(Br)c1 | -8% | -5% | 2.7% | 11% | 16% | 16% | 2.1%[50 µM] | 5.2% | 1%
C/C(=N\NC(=O)C(c1ccncc1)N1CCOCC1)c1ccc(Br)cc1 (centres undefined) | 2% | -1% | 1.8% | 6% | -2% | 10% | 0.9%[50 µM] | 0.0% | 0%
Cc1ccccc1NC(=O)/C(C#N)=C/c1ccsc1 | -14% | -6% | 3.0% | 3% | 7% | 10% | 0.6%[50 µM] | 5.0% | -2%
CC1=C(C(=O)Nc2ccccc2)C(c2ccc(O)cc2)N2C(=O)CSC2=N1 (centres undefined) | 11% | 17% | 0.7% | 5% | -1% | 3% | 1.3% | -1.2% | 4%
Cc1cc(=O)n2c(C)n[nH]c2n1 | 13% | -8% | 1.2% | 6% | -5% | -3% | 0.5% | 1.0% | 1%
O=C(NCC(c1ccco1)N1CCCCC1)c1ccc2c(c1)S(=O)(=O)c1ccccc1C2=O (centres undefined) | 0% | -1% | -0.4% | 12% | 2% | 12% | -0.7% | 5.2% | -5%
O=c1c2sccc2nc(SCc2cc(=O)n3ccccc3n2)n1-c1ccc(Br)cc1 | -8% | 4% | ? | 3% | 13% | 14% | 0.8% | 3.8% | 4%
COc1cc(C(O)c2nc3ccccc3n2C(C)C)cc(OC)c1OC (centres undefined) | 9% | -5% | 1.1% | 0% | 1% | 4% | 0.1% | 1.0% | -3%
Cc1cccc(-c2nnc(SC(C)C(=O)N3CCOCC3)o2)c1 (centres undefined) | -5% | -3% | 2.5% | 4% | -2% | 1% | 0.1% | -2.1% | 6%
Cc1c(C)c(C)c(C(=O)C2CCN(c3ccc([N+](=O)[O-])cn3)CC2)c(C)c1C | 10% | -7% | · | 1% | 7% | 0% | 0.5% | -1.0% | 0%
Cc1cc(/C=C2\SC(=S)NC2=O)c(C)n1-c1ccccc1 | 1% | -9% | ? | · | 12% | 15% | · | 39% | ·
O=C(/C=C/c1cc([N+](=O)[O-])ccc1OC(F)F)NCc1ccc(F)cc1 | -5% | -12% | 3.6% | 11% | 9% | 9% | 0.7% | 22% | -4%
CCC1(c2ccccc2)NC(=O)N(C)C1=O (centres undefined) | · | -2% | 0.4% | 4% | · | 21% | 5.0% | · | -4%
O=C1CCC([N+](=O)[O-])C(c2ccccc2C(F)(F)F)N1 (centres undefined) | 0% | -4% | 0.7% | 6% | 10% | 8% | 0.1% | 1.7% | -6%
CC(C)C(=O)Nc1cccnc1 | 5% | -1% | -0.8% | -5% | -3% | -1% | -0.2% | 0.7% | -6%
Cc1oc(/C=N/NS(=O)(=O)c2ccccc2)cc1Br | 15% | -7% | -1.0% | 11% | 2% | 8% | 2.8% | 12% | 0%
O=C(c1ccnc(Cl)c1)N1CCCC(Nc2ccc(F)cc2)C1 (centres undefined) | -5% | 0% | 3.0% | 7% | 7% | 6% | -0.1% | -1.4% | -7%
Cc1sc(NC(=O)CSc2ncn(-c3ccccc3)n2)nc1-c1ccccc1 | -4% | 1% | 9.4% | 5% | -2% | 8% | 4.0% | 4.6% | 6%
O=c1c2ccccc2nc(SCc2nnc(-c3ccccc3)o2)n1-c1ccc(F)cc1F | -4% | 3% | ? | 1% | 7% | 1% | 0.6% | 6.9% | ·
CCOCCOC(=O)COC(=O)c1ccccc1NC(=O)c1ccccc1 | -7% | -10% | 5.7% | 3% | 13% | 16% | -0.1% | 3.0% | -3%
COc1ccc(N2CCN(S(=O)(=O)c3cc(Br)cnc3N)CC2)cc1 | 21% | -2% | 0.4% | 8% | -11% | 8% | 1.1% | 1.0% | -9%
O=C(COC(=O)c1cccc(F)c1)Nc1ccc2c(c1)OCCO2 | · | · | -0.2% | 4% | · | · | 0.9%[50 µM] | · | -4%
COc1ccccc1CNC(=O)c1cc(-c2ccccc2C)nn1CC1CC(c2cccnc2)=NO1 (centres undefined) | · | · | 15% | 6% | · | · | 0.9% | · | -1%
COc1ccccc1NC(=O)Cn1ncc2c1-c1ccccc1OC2 | 25% | 10% | 5.4% | -2% | 7% | 2% | -3.5% | 0.0% | -7%
CCOC(=O)C(NCc1ccccc1OC)(NC(=O)CC)C(F)(F)F (centres undefined) | 9% | 1% | 1.2% | -3% | 8% | 5% | -1.8% | -0.3% | -6%
COc1ccc(-c2cc(=O)oc3c(C)c(OC(C)C(=O)Nc4ccc(CN5CCOCC5)cc4)ccc23)cc1 (centres undefined) | -10% | -2% | 1.4% | 12% | 8% | 1% | 0.4% | 1.9% | -10%
Cc1ccc2c(c1)N(C(=O)CCC(=O)NCCCN1CCC(Cc3ccccc3)CC1)CCO2 | -2% | · | 11% | 0% | 1% | 10% | 7.1% | -1.9% | 2%
O=C(NCCc1ccc(Cl)cc1)C1CCN(c2cnccn2)CC1 | 7% | 0% | -1.1% | 5% | 2% | 6% | 2.1% | 15% | 3%
O=C(Cn1c2[n+](c3ccccc31)CC(O)CS2)c1ccccc1 (centres undefined) | 18% | -5% | 3.3% | 7% | 6% | 17% | 0.4% | -0.4% | 2%
COc1cc(/C=C/c2cccc[n+]2C)ccc1OCC(=O)Nc1ccccc1C | -9% | 10% | 0.2% | 9% | -9% | 5% | 0.9% | -1.7% | 0%
COc1ccc(NC(=O)NS(=O)(=O)c2ccc(C)cc2)cn1 | 3% | -50% | 0.6% | 5% | -1% | -1% | 0.4%[50 µM] | 182% | ?
CC(=O)c1cccc(-n2c(CCC(=O)O)ccc2-c2cccs2)c1 | -15% | 16% | 2.9% | 14% | 5% | 13% | -1.3%[50 µM] | 12% | 6%
Cc1cc(NC(=O)CSc2nc3c(sc4ccccc43)c(=O)n2CCc2ccccc2)n[nH]1 | 15% | 8% | -0.2% | 7% | 15% | 10% | -0.1% | 1.6% | 5%
Cc1c(NC(=O)CNCc2ccc3c(c2)OCO3)c(=O)n(-c2ccccc2)n1C | 7% | 2% | -0.3% | 38% | 8% | 0% | 0.0% | 0.1% | -3%
